KCNK9 block – human KCNK9 channel inhibition | Q9NPC2 | 310,000 compounds, 1.2% hits | B-score at 10 µM | HEK293 KCNK9, FluxOR thallium flux fluorescence; active compounds read low;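 active = ratio B-score over 3 SD below the library mean, with starting fluorescence within 5 SD of its mean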;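 note: negative B-score means less thallium flux so channel inhibition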
GSK3 alpha inh – inhibitors of human GSK-3 alpha kinase | 320,000 compounds, 0.1% hits | P49840 | inhibition, % at 10 µM | ADP-Glo luminescence, 60 min;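 in the data active = inhibition above about 50%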;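 note: GST-tagged GSK-3 alpha with peptide substrate and 25 µM ATP; 0% = DMSO neutral wells and 100% = GW8510 positive control wells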
Target sequence (P49840 whole entry, looked up): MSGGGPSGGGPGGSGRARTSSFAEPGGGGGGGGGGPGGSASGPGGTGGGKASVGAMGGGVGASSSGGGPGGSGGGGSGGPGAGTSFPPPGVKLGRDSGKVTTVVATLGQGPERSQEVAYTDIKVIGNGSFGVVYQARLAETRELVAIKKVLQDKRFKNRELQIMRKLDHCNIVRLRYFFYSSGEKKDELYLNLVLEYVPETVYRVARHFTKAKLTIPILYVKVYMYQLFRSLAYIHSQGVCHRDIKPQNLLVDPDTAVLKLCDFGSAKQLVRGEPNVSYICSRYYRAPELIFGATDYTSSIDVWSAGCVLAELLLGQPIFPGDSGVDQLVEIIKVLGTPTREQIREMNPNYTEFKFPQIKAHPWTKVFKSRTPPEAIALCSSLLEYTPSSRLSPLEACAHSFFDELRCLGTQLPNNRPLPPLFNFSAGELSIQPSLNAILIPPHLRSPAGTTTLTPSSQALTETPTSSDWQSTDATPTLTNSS
RGS4 pot – RGS4 potentiation or activation | B-score at 10 µM | 310,000 compounds, 0.92% hits | HEK293 M3R/inducible RGS4, carbachol calcium flux Fluo4; active compounds read low;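 active = B-score of the integrated calcium signal more than 4 SD below the library mean, with starting fluorescence not abnormally high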;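 note: negative B-score means reduced calcium response which marks RGS4 activation or potentiation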
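Test system: HEK293 cells with stable M3R and inducible RGS4; also added: carbachol at ECmax as muscarinic agonist stimulus; schedule: dye loading 30 min 37 °C, buffer rest 30 min RT; technique: kinetic calcium fluorescence imaging with Fluo4-AM dye, 2 µM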
KCNQ1 pot – human KCNQ1 channel potentiation or activation | 310,000 compounds, 0.35% hits | CHO-K1 KCNQ1, thallium flux FluxOR fluorescence; active compounds read high | P51787 | AID 2648 | B-score at 10 µM;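 active = fluorescence ratio B-score, a plate-corrected score, at least three library SD, with initial intensity B-score within 5 SD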
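assay system = KCNQ1-transfected CHO-K1 cells | medium = assay buffer with matched DMSO | probe or stimulus = depolarizing K+/Tl+ stimulus, K2SO4 and Tl2SO4 each 12.5 mM in 5x stock | dosing = single dose | incubation = dye 90 min, compound 20 min, room temperature | detection = kinetic FluxOR fluorescence, 10 s baseline plus 110 s post-stimulus | evaluation = ratio B score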
KCNK3 block – human KCNK3 channel inhibition, primary screen; O14649; CHO-KCNK3 thallium flux, FluxOR fluorescence; active compounds read low; B-score at 10 µM; 340,000 compounds, 0.84% hits; AID 602410;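 active = B-score under library mean minus 4 SD, starting fluorescence ratio at most library mean plus 5 SD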;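 note: more negative B-score means stronger inhibition of thallium flux through KCNK3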
RGS4 block – inhibitors of human RGS4. P49798. HEK293 M3R/RGS4 inducible, Fluo-4 calcium flux; active compounds read high; triggered by carbachol at its EC20. B-score at 10 µM. 310,000 compounds, 0.45% hits;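 active = B-score, a plate-corrected calcium signal, over three deviations above library mean, with baseline fluorescence within five deviations of library mean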;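 note: RGS4 expression induced by doxycycline in cells with stable M3 receptor; B-score is computed from the integrated fluorescence ratio over baseline after carbachol; higher B-score means a larger calcium signal and so more RGS4 inhibition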
Target sequence (P49798 whole entry, looked up): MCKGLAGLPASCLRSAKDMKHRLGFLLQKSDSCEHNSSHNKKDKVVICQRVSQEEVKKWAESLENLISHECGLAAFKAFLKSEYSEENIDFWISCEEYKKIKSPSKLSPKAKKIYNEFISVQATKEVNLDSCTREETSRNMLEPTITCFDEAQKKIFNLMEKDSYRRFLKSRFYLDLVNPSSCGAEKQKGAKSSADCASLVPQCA
hERG rescue – shields human hERG channel from block by proarrhythmic agents | Q12809 | CHO-hERG, FluxOR thallium flux, dofetilide IC70 present | activation (rescue from dofetilide block), less the hit threshold, % at 10 µM | 310,000 compounds, 0.51% hits | AID 1511;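 active = activation above the mean of controls blocked by dofetilide plus 5 SD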;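 note: thallium influx through hERG after potassium depolarization seen as dye fluorescence rise; in these data hits start at about 4.7%; inactives centre near -7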
Dyrk1A ADPGlo – blocks rat Dyrk1A kinase activity; ADP-Glo luminescence, NFATc1 peptide; 310,000 compounds, 0.43% hits; inhibition, % at 12.5 µM; in the data active = inhibition above about 50%;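 note: plate controls were vehicle with enzyme for no effect and no enzyme for full effect; many of its hits are not listed in these tables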
PolyA inhibitor – yeast polyadenylation inhibition. S. cerevisiae SKY197-pL101 polyadenylation reporter, beta-gal luminescence; efflux-impaired pdr1/pdr3 knockout yeast; score 100 = 6 SD above DMSO. calls only at 12 µM. 300,000 compounds, 0.02% hits;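 active = lowest replicate activity score at least 50, where 100 means six control SD above control mean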;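 note: yeast exposed to compound for 9 h at 30 °C; higher score means more reporter readthrough which indicates perturbed polyadenylation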
KCNQ1 inh – inhibitors of human KCNQ1 potassium channel; P51787; CHO-K1 KCNQ1, FluxOR thallium flux fluorescence; active compounds read high; B-score at 10 µM; 310,000 compounds, 1.3% hits; AID 2642;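 active = compounds whose thallium flux B-score, printed positive for inhibition, exceeds three library SD while starting fluorescence stays within three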;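 note: channel opened by potassium depolarization with thallium stimulus after 20 min compound exposure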
GSK3beta inhib – blocks human GSK3beta kinase activity. activity score (negative = inhibition), % at 10 µM. GST-GSK3beta kinase, ADP-Glo luminescence, 60 min; active compounds read low. P49841. AID 2097. 300,000 compounds, 0.038% hits;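 active = more than half of replicate wells score below -50%, meaning over 50% inhibition versus plate controls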;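 note: 0% = median DMSO wells and -100% = median GW8510 positive control wells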
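Test system: GST-tagged human GSK3beta kinase, cell-free; evaluation: activity score scaled between in-plate DMSO and GW8510 controls; measured by: ADP-Glo luminescence; incubation: 60 min reaction, RT; benchmarks: DMSO and 20 µM GW8510; reagent: peptide substrate plus 25 µM ATP (final); medium: Tris/MgCl2 kinase buffer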
Numbers without * were called inactive; i = inactive; nt = no result given.

structure | KCNK9 block | GSK3 alpha inh | RGS4 pot | KCNQ1 pot | KCNK3 block | RGS4 block | hERG rescue | Dyrk1A ADPGlo | PolyA inhibitor | KCNQ1 inh | GSK3beta inhib
CN1CCc2c(sc(N)c2C(N)=O)C1 | i | 9 | i | i | i | i | -11 | -4 | i | i | -5
Cc1oc(-c2cccc(Cl)c2)nc1CN(C)C1CCOC1 (stereo not drawn) | i | -4 | i | i | i | i | -11 | -1 | i | i | -2
COC(=O)C(CC(C)C)NC(=O)C(Cc1ccccc1)NC(=O)C1CCCN1C(=O)OC(C)(C)C (stereo not drawn) | i | -1 | i | i | i | i | -4 | -4 | i | i | -2
COc1ccc(-c2ccc(CCC(=O)O)n2NC(=O)c2cccs2)cc1 | i | 3 | i | i | i | i | -8 | 1 | i | i | 0
COc1ccc(C(=O)Nc2cccc(C(C)=O)c2)cc1OC | i | 2 | i | i | i | i | -14 | 11 | i | i | 5
CCC(C)c1ccc(O)c(NC(=O)c2cccnc2)c1 (stereo not drawn) | i | 4 | i | i | i | i | 1 | -7 | nt | i | -2
CCCCn1c(N)c(N(CCOC)C(=O)COc2ccc(Cl)cc2)c(=O)[nH]c1=O | i | -1 | i | i | i | i | -7 | 2 | i | i | 1
Cc1ccc2nc(NCCCO)[nH]c2c1 | i | -7 | i | i | i | i | -12 | -13 | i | i | -3
CCn1c(=O)c2cc(C(=O)Nc3cc(C)on3)sc2c2ccccc21 | i | 0 | i | i | i | i | -1 | 8 | i | i | 2
CCN(CC(=O)Nc1ccc2c(c1)OCCO2)S(=O)(=O)c1ccc(C)cc1 | i | -1 | i | i | i | i | -15 | 1 | i | i | -1
Cc1ccc(S(=O)(=O)N(CC(=O)NCCSCc2ccco2)c2ccc(F)cc2)cc1 | i | -4 | i | i | nt | i | -17 | nt | i | i | 0
Cc1cc(C(F)(F)F)nc(SCC(=O)Nc2c(C)n(C)n(-c3ccccc3)c2=O)n1 | i | -1 | i | i | i | i | -9 | -6 | i | i | 0
Cc1cc(C)c(S(=O)(=O)N2CCN(CCO)CC2)c(C)c1 | i | -4 | i | i | i | i | -7 | 10 | i | i | -1
Cc1[nH]nc2c1/C(=N/O)CC(c1ccccc1)C2 (stereo not drawn) | i | 12 | i | i | i | i | -12 | 2 | i | i | -6
Oc1ccc(Cl)cc1C1=Nc2ccccc2N=C(c2ccco2)C1 | i | 4 | i | i | i | i | -4 | -10 | i | i | 4
Cc1ccc(-c2c(C(=O)N/N=C/c3ccoc3)nnn2-c2nonc2N)cc1 | i | 0 | i | i | i | i | -2 | 1 | i | i | 2
COC(=O)c1cn(CC(=O)NCc2cccs2)c2ccccc12 | i | 0 | i | i | i | i | -5 | 2 | i | i | 1
Cc1cc(=O)n2[nH]c(-c3ccc(C(C)(C)C)cc3)cc2n1 | i | -4 | i | i | i | i | -10 | 14 | i | i | 2
COc1cc(C2NC(=O)CS2)cc(OC)c1OC (stereo not drawn) | i | 1 | i | i | i | i | -5 | 0 | i | i | -1
Cc1ccc(S(=O)(=O)CC(=O)Nc2sc(C)c(C)c2C(N)=O)cc1 | i | nt | i | i | i | i | -3 | nt | i | i | -4
CCO[C@@H]1OC(C(=O)O)=C[C@H](C)[C@H]1CCCO | i | -1 | i | i | i | i | -5 | 0 | i | i | 0
O=C(O)/C=C/c1nc(-c2ccccc2)n2ccccc12 | i | 4 | i | i | i | i | -10 | -2 | i | i | 1
O=S(=O)(c1ccc2nc(N3CCN(c4ccccc4F)CC3)ccc2c1)N1CCCCC1 | i | nt | i | i | i | i | -10 | -3 | i | i | 1
CCCCN(C)Cc1c(C)[nH]c2c(ccc3ccccc32)c1=O | i | 0 | i | i | i | i | -6 | 14 | i | i | -5
O=c1ccc(NS(=O)(=O)c2ccccc2Cl)cn1Cc1ccc(Cl)c(Cl)c1 | i | -8 | i | i | i | i | -5 | -4 | i | i | 1
CCOC(=O)C1CCN(C(=O)COC(=O)COc2ccc(Cl)cc2)CC1 | i | -2 | i | i | i | i | -9 | 1 | i | i | -2
CN=C1S/C(=C\c2cn(CC(=O)OC)c3ccccc23)C(=O)N1C | i | -1 | i | i | i | i | -5 | 5 | i | i | 1
O=C(O)c1ccccc1C(=O)NNC(=O)C(c1ccccc1)c1ccccc1 | i | -1 | i | i | i | i | -7 | -4 | i | i | 0
COc1ccccc1NC(=O)N(Cc1ccccc1)c1ccccn1 | i | nt | i | i | i | i | -7 | 2 | i | 7* | 3
Cc1cc(/C=C2/SC(=O)NC2=O)c(C)n1-c1ccc(N2CCOCC2)cc1 | i | -2 | i | i | i | i | -6 | -3 | i | i | 0
Cc1nc2ccc([N+](=O)[O-])cc2nc1C | i | -3 | i | i | i | i | -8 | nt | i | i | 1
O=C(COC(=O)CNS(=O)(=O)/C=C/c1ccccc1)Nc1cccc2ccccc12 | i | nt | i | i | i | i | -16 | -3 | i | i | -1
Cc1cc(C)nc(/N=C(\N)Nc2ccc(C)c([N+](=O)[O-])c2)n1 | i | nt | i | i | i | i | -19 | 3 | i | i | 1
O=C(CCNS(=O)(=O)c1ccccc1F)N1CCN(C(c2ccccc2)c2ccccc2)CC1 | -7.4* | -1 | i | i | -8.9* | i | -14 | 4 | i | i | 3
CN1CCSc2ccc(C(=O)NCc3cccc(F)c3)cc21 | i | -1 | i | i | i | i | -12 | 7 | i | i | -1
O=C(N/N=C/c1cc(Cl)cc([N+](=O)[O-])c1O)C1CC1 | i | 0 | i | i | i | i | -18 | 8 | i | i | 2
CCOc1c(Br)cc(/C=C2\C(=O)N(CCC#N)N=C2C)cc1OC | i | 0 | i | i | i | i | -9 | 2 | i | i | -4
O=C(Cc1c(F)cccc1Cl)N/N=C/c1cccnc1 | i | 0 | i | i | i | i | -11 | 2 | i | i | -1
O=C(CSc1nc2ccccc2n1CC(=O)N1CCCC1)N1CCN(C(=O)c2ccco2)CC1 | i | 0 | i | i | i | i | -1 | 9 | i | i | 0
CC(C)c1ccc(NC2CCCN(C(=O)CCCn3cncn3)C2)cc1 (stereo not drawn) | i | 2 | i | i | i | i | -10 | -3 | i | i | 0
CC(C)Cn1nc(C(=O)OCC(=O)NCC(F)(F)F)c2ccccc2c1=O | i | -1 | i | i | i | i | -8 | -1 | i | i | 2
Cc1ccc(NC(=O)CSc2nccn2Cc2ccco2)cc1 | i | 0 | i | i | i | i | -9 | 2 | i | i | 2
CCc1nnc(NC(=O)C2(C)COC(c3ccc(OC)cc3)OC2)s1 (stereo not drawn) | i | -2 | i | i | i | i | -10 | -4 | i | i | nt
CC(OC(=O)CCN=C1NS(=O)(=O)c2ccccc21)C(=O)NC1CCCCC1C (stereo not drawn) | i | -1 | i | i | i | i | -11 | 1 | i | i | -3
Cc1cc(C)c(C#N)c(SCc2ccccc2)n1 | i | 0 | i | i | i | i | -6 | 9 | i | i | 0
Cc1ccnc(NC(=O)Nc2ccc3c(c2)N(C)C(=O)CS3)c1 | i | -2 | i | i | i | i | -8 | 7 | i | i | 4
Cc1cccc(-n2cc(-c3ccccc3)c3c(NN4CCOCC4)ncnc32)c1 | i | -9 | i | i | i | i | -20 | -1 | i | i | 1
CC(C)C(=O)OC/C(O)=C(\C#N)c1nc2ccccc2[nH]1 | i | 0 | i | i | i | i | -7 | -1 | i | i | -1
Cc1ccc(S(=O)(=O)C(C#N)c2nc3ccccc3nc2OC(C)C)cc1 (stereo not drawn) | i | 8 | i | i | i | i | 0 | 2 | i | i | 1
O=C(COC(=O)c1cncc(Br)c1)NCCC1=CCCCC1 | i | 0 | i | i | i | i | -9 | -5 | i | i | 0
O=c1[nH]c2ccc(S(=O)(=O)NCCO)cc2[nH]1 | i | 0 | i | i | i | i | -2 | 0 | i | i | 3
O=C1CCCCC1c1cccc2ccccc12 (stereo not drawn) | i | -2 | i | i | i | i | -7 | -1 | i | i | -2
Cc1ccc2c(c1)c1c(n2C)C(C(N)=O)CCC1 (stereo not drawn) | i | -1 | i | i | i | i | -4 | -1 | i | i | -5
CCOCCn1c(N2CCCC2)nc2c1c(=O)n(C)c(=O)n2C | i | -1 | i | i | i | i | -1 | -3 | i | i | 0
CCCC(C)NC(C)C(=O)NC1CCCC1 (stereo not drawn) | i | -4 | i | i | i | i | 1 | -8 | i | i | -3
COC(=O)c1ccccc1NC(=O)CSc1nccn1C | i | nt | i | i | i | i | -5 | 4 | i | i | 0
CC1CCCCN1CCCNC(=O)CCCN1C(=O)c2cccnc2Sc2ccccc21 (stereo not drawn) | i | -1 | i | i | i | i | -6 | -1 | i | i | 2
O=C1CN(C(=O)c2cc(Br)c(Br)s2)c2ccccc2N1 | i | 0 | i | i | i | i | -12 | -5 | i | i | 1
N#Cc1c(-c2ccccc2Cl)cc(-c2ccccc2)[nH]c1=S | i | -1 | i | i | nt | i | -2 | nt | i | i | 4
CC(=O)N1CCCN(Cc2cn(-c3ccc(C)cc3)nc2-c2ccc(F)cc2)CC1 | i | -3 | i | i | i | i | -16 | 4 | i | i | 4
COc1ccccc1NC(=O)CCC(=O)OC(C)C(=O)c1ccccc1 (stereo not drawn) | i | 0 | i | i | i | i | -10 | 2 | i | i | 2
CC(C)CCNC(=O)Cc1ccc(Nc2nc(=S)[nH]c3ccccc23)cc1 | i | -2 | i | i | i | i | -2 | -1 | i | i | 2

Not all compounds are listed. The share of hits here may be higher or lower than overall.
